# OPRM1-OPRD1 ag – agonists of OPRM1-OPRD1 heterodimerization, primary screen, cell-based, luminescence. hit rate 0.3% among 340,000. Mu-type opioid receptor (Homo sapiens) + Delta-type opioid receptor (Homo sapiens), …. AID 504326, 2011. activation, % at 9.3 µM. cells; in the data active = activation above about 18%;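 also: 0% = vehicle-treated cells and 100% = reference agonist; values of inactives mirror those of a sister screen read the other way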
# Pemphigus Ab inh – inhibitors of pemphigus antibody binding to DSG3, primary screen, biochemical, bead-based, flow cytometry, scFv-GFP; DSG3-coupled beads, scFv-anti-DSG3-GFP binding; active compounds read low; binding (percent of control), % at 10 µM; hit rate 0.48% among 310,000;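 active = binding more than 3 SD below its plate's average and above zero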;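 also: hits lower antibody fragment binding to DSG3; some compounds called inactive have numbers as strong as hits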
# Target sequence (P32926 whole entry, looked up, the tested form may be a part): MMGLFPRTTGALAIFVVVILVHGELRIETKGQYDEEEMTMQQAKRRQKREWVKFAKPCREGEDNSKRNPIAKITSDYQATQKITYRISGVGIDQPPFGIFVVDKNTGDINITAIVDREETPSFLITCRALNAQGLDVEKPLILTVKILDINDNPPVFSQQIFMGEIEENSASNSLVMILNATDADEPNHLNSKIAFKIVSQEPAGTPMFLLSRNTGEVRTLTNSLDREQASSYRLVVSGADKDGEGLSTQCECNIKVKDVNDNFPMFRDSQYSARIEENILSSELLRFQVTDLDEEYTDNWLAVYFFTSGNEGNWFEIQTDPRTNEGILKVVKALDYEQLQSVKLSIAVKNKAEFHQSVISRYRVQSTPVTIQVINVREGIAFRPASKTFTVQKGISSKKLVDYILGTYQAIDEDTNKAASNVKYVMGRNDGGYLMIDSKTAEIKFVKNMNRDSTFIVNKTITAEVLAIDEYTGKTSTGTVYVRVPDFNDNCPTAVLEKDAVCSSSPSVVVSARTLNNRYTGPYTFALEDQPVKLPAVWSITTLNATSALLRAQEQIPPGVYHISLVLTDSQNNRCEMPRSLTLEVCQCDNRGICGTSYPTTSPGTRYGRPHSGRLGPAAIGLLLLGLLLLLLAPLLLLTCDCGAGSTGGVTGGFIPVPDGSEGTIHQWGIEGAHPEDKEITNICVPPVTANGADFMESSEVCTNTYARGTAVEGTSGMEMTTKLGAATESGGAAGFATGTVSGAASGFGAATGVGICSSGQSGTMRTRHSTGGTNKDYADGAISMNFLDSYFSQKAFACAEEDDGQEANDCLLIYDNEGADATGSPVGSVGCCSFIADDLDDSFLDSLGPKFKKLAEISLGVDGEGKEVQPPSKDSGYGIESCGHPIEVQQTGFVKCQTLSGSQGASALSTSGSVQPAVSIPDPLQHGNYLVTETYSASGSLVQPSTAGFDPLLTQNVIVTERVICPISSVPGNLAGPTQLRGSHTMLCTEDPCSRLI
# DAGLB inh – DAGLB lipase inhibitors, primary screen, biochemical, fluorescence, HTS; hit rate 0.059% among 340,000; inhibition, % at 5.17 µM; Diacylglycerol lipase-beta (Homo sapiens), Q8NCG7; HEK293T DAGLB membrane lysate, EnzChek fluorogenic substrate; in the data active = inhibition above about 34%;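 also: 0% = enzyme with vehicle and 100% = wells lacking enzyme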
# HTR5A inv ag – HTR5A inverse agonists in luminescence cell assay, primary screen, counter-screen for OPRM1-OPRD1 heterodimer inverse agonist project, full-deck HTS; 5-hydroxytryptamine receptor 5A (Homo sapiens), P47898; HTR5A cell line, inverse agonism; inhibition, % at 9.3 µM; AID 504634, 2011; hit rate 0.083% among 340,000; in the data active = inhibition mostly above about 23%, no sharp cut-off; inactive = mostly below about 18%;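 also: 0% = cells with DMSO and 100% = no-cell wells with DMSO; some compounds called inactive have numbers as strong as hits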
# HTR5A ag – HTR5A agonists in luminescence cell assay, primary screen, counter-screen for OPRM1-OPRD1 heterodimer agonist project, full-deck HTS; cell-based; activation, % at 9.3 µM; hit rate 0.61% among 340,000; AID 504692, 2011; in the data active = activation mostly above about 9.5%, no sharp cut-off; inactive = mostly below about 7.6%;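 also: 0% = cells with vehicle only and 100% = reference agonist; strong numbers were not always called active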
# Arrestin-AP2 inh – inhibitors of beta-arrestin/AP2 binding, primary screen, biochemical, GPCR trafficking, flow cytometry. FITC-arrestin peptide / GST-AP2 beads; AP2 beta2 appendage carries R879A mutation. beta-arrestin 1 C-terminal peptide binding to AP2 beta2-adaptin appendage (human). AID 504490, 2011. hit rate 0.31% among 340,000. inhibition, % at 10 µM;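 active = inhibition above a set limit, near 3 SD of compounds lacking own fluorescence, cut at about 54% in these data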;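 also: plate controls were DMSO wells for no effect and 5 µM unlabelled arrestin peptide for full effect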
#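 Material – GST-tagged AP2 beta2-adaptin appendage (R879A) on 4 µm glutathione beads · Probe or stimulus – fluorescein-tagged arrestin peptide at 50 nM final · Timing – 12 min plus 1 h, RT · Detection – bead flow cytometry, FITC channel · Read-out basis – inhibition as reduced fluorescein signal on beads, percent · Medium – PBS plus Tween 20 (0.05%) and BSA (0.1%)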
# PKA-R1A activ – activators of PKA-R1A holoenzyme, primary screen, biochemical, fluorescence polarization, Cy5-IP20, bovine R1A, mouse PKAc | cAMP-dependent protein kinase type I-alpha regulatory subunit (Bos taurus) + … | PKA-R1A dissociation; scaled: DMSO 0%, 113 µM cGMP 100% | activation, % at 11.4 µM | hit rate 0.083% among 340,000;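 active = percent activation above the mean of all tested compounds plus 3 SD, cut at about 19% in these data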;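 also: higher means more PKAc released from R1A so a rise in polarization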
# MOR-DOR inv ag – inverse agonists of MOR-DOR heterodimerization, primary screen, cell-based, luminescence | inhibition, % at 9.3 µM | hit rate 0.21% among 340,000 | Mu-type opioid receptor (Homo sapiens) + Delta-type opioid receptor (Homo sapiens), … | cell-based MOR-DOR heterodimer luminescence, inverse agonism; in the data active = inhibition above about 22%, passing the limit was not always enough;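 also: 0% = cells with DMSO and 100% = wells without cells with DMSO; values of inactives mirror those of a sister screen read the other way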
# PKA-R2B act – activators of PKA-R2B holoenzyme, primary screen, biochemical, fluorescence polarization, Cy5-IP20, human; PKA-R2B holoenzyme dissociation; R2B truncated from residue 108, S112A mutant; 0% DMSO only, 100% 113 µM cGMP; hit rate 0.079% among 340,000; activation, % at 11.4 µM; AID 504700, 2011;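 active = activation above a cutoff set at the mean over all compounds plus 3 SD, cut at about 18% in these data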;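 also: higher means more holoenzyme dissociation and a rise in polarization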
# V-ATPase pHluor – regulators of yeast V-ATPase proton pumping, primary screen, pHLuorin cytosolic pH fluorescence. hit rate 0.37% among 350,000. S. cerevisiae. response, % at 10 µM; in the data active = response mostly above about 7.3%, no sharp cut-off; inactive = mostly below about 5.4%; also: actives read high; inactives centre near 0; some compounds called inactive have numbers as strong as hits; reference of the scale not given here
# The depositor's hits bear a star; i = inactive; · = no result given.
# Start of the data: the first 9 records, ahead of the listing:
SMILES,OPRM1-OPRD1 ag,Pemphigus Ab inh,DAGLB inh,HTR5A inv ag,HTR5A ag,Arrestin-AP2 inh,PKA-R1A activ,MOR-DOR inv ag,PKA-R2B act,V-ATPase pHluor
C=CCn1c(SCCC)nc2sc3c(c2c1=O)CCc1ccccc1-3,-1.8,99,-13,-14,5,5,2,11,-4,0
CCCCC(NS(=O)(=O)c1ccc(C)cc1)C(=O)Oc1ccc2c3c(c(=O)oc2c1)CCC3 (configuration not stated),-1.3,83,2,-7,0,9,0,6,-11,-4
CCOc1nc2cnccc2n(CC(=O)Nc2c(F)c(F)cc(F)c2F)c1=O,-3.6,92,0,11,1,2,1,19,1,0
O=C(O)CCCNc1cc(N2CCN(C(=O)c3ccco3)CC2)c2noc3c2c1C(=O)c1ccccc1-3,1.8,94,3,6,-2,39,4,-9,-3,-5
Cc1ccc(-c2nnn(CC(=O)N(Cc3ccc(F)cc3)C(C(=O)NC3CCCC3)c3ccncc3)n2)o1 (configuration not stated),-2.3,94,3,-11,4,0,-7,12,-6,4
C=CCN(C(=O)CC(NC(C)=O)c1ccccc1)c1nc(-c2ccc(S(C)(=O)=O)cc2)cs1 (configuration not stated),-1.2,106,0,-13,-1,-8,5,6,-5,0
CCCCCCCCNC(=O)c1cnsn1,-1.6,84,-4,13,2,3,4,8,-3,7
CC(C)(C)c1ccc(S(=O)(=O)NCc2ccc(C(=O)N3CCOCC3)cc2)cc1,-0.9,100,-2,-13,4,-2,-7,5,-12,-4
Cc1ccc(CCNS(=O)(=O)c2cc(Br)cnc2N)cc1,4.0,·,6,-12,6,8,-8,-21,0,4

# The whole of this part, from the start:
SMILES,OPRM1-OPRD1 ag,Pemphigus Ab inh,DAGLB inh,HTR5A inv ag,HTR5A ag,Arrestin-AP2 inh,PKA-R1A activ,MOR-DOR inv ag,PKA-R2B act,V-ATPase pHluor
C=CCn1c(SCCC)nc2sc3c(c2c1=O)CCc1ccccc1-3,-1.8,99,-13,-14,5,5,2,11,-4,0
CCCCC(NS(=O)(=O)c1ccc(C)cc1)C(=O)Oc1ccc2c3c(c(=O)oc2c1)CCC3 (configuration not stated),-1.3,83,2,-7,0,9,0,6,-11,-4
CCOc1nc2cnccc2n(CC(=O)Nc2c(F)c(F)cc(F)c2F)c1=O,-3.6,92,0,11,1,2,1,19,1,0
O=C(O)CCCNc1cc(N2CCN(C(=O)c3ccco3)CC2)c2noc3c2c1C(=O)c1ccccc1-3,1.8,94,3,6,-2,39,4,-9,-3,-5
Cc1ccc(-c2nnn(CC(=O)N(Cc3ccc(F)cc3)C(C(=O)NC3CCCC3)c3ccncc3)n2)o1 (configuration not stated),-2.3,94,3,-11,4,0,-7,12,-6,4
C=CCN(C(=O)CC(NC(C)=O)c1ccccc1)c1nc(-c2ccc(S(C)(=O)=O)cc2)cs1 (configuration not stated),-1.2,106,0,-13,-1,-8,5,6,-5,0
CCCCCCCCNC(=O)c1cnsn1,-1.6,84,-4,13,2,3,4,8,-3,7
CC(C)(C)c1ccc(S(=O)(=O)NCc2ccc(C(=O)N3CCOCC3)cc2)cc1,-0.9,100,-2,-13,4,-2,-7,5,-12,-4
Cc1ccc(CCNS(=O)(=O)c2cc(Br)cnc2N)cc1,4.0,·,6,-12,6,8,-8,-21,0,4
CC1Sc2ccc(S(=O)(=O)N3CCC(C(=O)N(C)Cc4ccccc4)CC3)cc2NC1=O (configuration not stated),-3.3,·,2,8,1,0,-3,17,-9,2
CCOc1cc(/C=C2/C(=O)ON=C2C)ccc1OCc1ccccc1F,5.4,99,13,-10,-4,10,-10,-31,0,10
O=C(NC1CCCCC1)C1c2ccccc2C(=O)N1Cc1ccc2c(c1)OCO2 (configuration not stated),-2.2,126,1,-20,-2,-3,-13,12,-8,1
COc1ccc(OC)c(CC(NC(C)=O)C(=O)NC2CCN(c3c(Cc4ccccc4)c(C)nc4ncnn34)CC2)c1 (configuration not stated),-2.0,124,6,5,2,1,1,11,21*,-1
COc1cc2c3nnc(-c4ccc(F)cc4)c-3cn(Cc3ccc(C)cc3)c2cc1OC,5.4,i,5,-12,5,-465,0,-30,-8,-3
COc1ccc(S(=O)(=O)N2CCN(C(=O)c3cc(C)on3)CC2)cc1,-5.0,97,-3,-21,2,-6,0,19,6,3
CCC(C(=O)O)N1C(=O)/C(=C/C(C)=C/c2ccccc2)SC1=S (configuration not stated),-2.0,91,11,5,0,-11,-7,10,-8,-1
CCOC(=O)CNC(=O)C1CCCN(c2ncccn2)C1 (configuration not stated),-2.9,101,-2,11,-4,-8,-3,16,3,-1
COc1nc(-c2ccc(C)cc2)ccc1-c1noc(-c2cccnc2)n1,-1.6,108,1,-6,1,0,1,8,7,-3
O=C(Nc1ccccc1N1CCCC1)c1ccc(Br)o1,-2.0,90,-3,-34,-4,29,-10,11,-14,7
O=C(Nc1cnc2sccn2c1=O)c1ccccc1Cl,-0.2,100,2,0,4,13,0,1,-2,0

# At a glance, part of the list above.
SMILES,OPRM1-OPRD1 ag,Pemphigus Ab inh,DAGLB inh,HTR5A inv ag,HTR5A ag,Arrestin-AP2 inh,PKA-R1A activ,MOR-DOR inv ag,PKA-R2B act,V-ATPase pHluor
C=CCn1c(SCCC)nc2sc3c(c2c1=O)CCc1ccccc1-3,-1.8,99,-13,-14,5,5,2,11,-4,0
CCCCC(NS(=O)(=O)c1ccc(C)cc1)C(=O)Oc1ccc2c3c(c(=O)oc2c1)CCC3 (configuration not stated),-1.3,83,2,-7,0,9,0,6,-11,-4

# Compound activity (PubChem)
